# High-throughput results from PubChem.
# ABHD4 inh – ABHD4 inhibitors, primary screen, biochemical, fluorescence polarization, mouse | (Lyso)-N-acylphosphatidylethanolamine lipase (Mus musculus), Q8VD66 | purified mABHD4, FP-Rh probe fluorescence polarization | inhibition, % at 8.92 µM | 370,000 compounds, 0.54% hits | AID 720543, 2013;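 active means inhibition exceeding the mean over every tested compound plus 3 SD, cut at about 30% in these data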;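 further: 0% = plate median of compound wells and 100% = S159A mutant with DMSO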
#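 Assay system: mouse ABHD4 enzyme, wild type / Also added: fluorescent activity-based probe FP-Rh / Doses: single nominal dose of 8.92 µM, 0.89% DMSO final / Timing: 45 min compound pre-incubation plus 60 min probe step, 25 °C / Signal: FP readout, ex 525 nm / em 598 nm / Control set: S159A mutant/DMSO as 100%, compound-well median as 0%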
# TDP2 inh – human TDP2 enzyme inhibitors, primary screen, biochemical, epi absorbance, recombinant enzyme | Tyrosyl-DNA phosphodiesterase 2 (Homo sapiens), O95551 | T5PNP hydrolysis, p-nitrophenol absorbance 415 nm | inhibition, % at 12.8 µM | 370,000 compounds, 0.34% hits | AID 720702, 2013;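 active means inhibition above the mean of all tested compounds plus 3 SD, set per campaign, cut at about 25% in these data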;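 further: 0% = DMSO with enzyme and 100% = buffer with substrate but no TDP2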
#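 Assay system: Recombinant human TDP2 | Quantity: 120 nM TDP2 per well | Incubation: 2 h at 37 °C | Signal: Epi absorbance | Evaluation: Percent inhibition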
# SIAE primary – human SIAE inhibitors, primary screen, biochemical, fluorescence polarization, FP-Rh probe, 1536-well HTS; 370,000 compounds, 0.69% hits; inhibition, % at 9.66 µM; Sialate O-acetylesterase (Homo sapiens), Q9HAT2; SIAE FP-Rh probe binding;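 active means inhibition above a cutoff: mean of compounds within the control limits plus 3 SD of those, cut at about 17% in these data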;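 further: 0% = plate median of compound wells and 100% = probe without SIAE protein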
# HTRA1 inh – HTRA1 serine protease inhibitors, primary screen, biochemical, fluorescence polarization, HTS; Q92743; recombinant HTRA1, FP-rhodamine activity-based probe; inhibition, % at 5.96 µM; 340,000 compounds, 0.5% hits; AID 504803, 2011; in the data active means inhibition above about 36%;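 further: 0% = enzyme with DMSO and 100% = wells lacking enzyme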
# PRMT1 FP inh – PRMT1 methyltransferase inhibitors, primary screen, biochemical, fluorescence polarization; recombinant PRMT1, activity-based probe fluorescence polarization; inhibition, % at 2.79 µM; 370,000 compounds, 1.3% hits; AID 652257, 2013;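 active means inhibition above about 21% made by adding two undisclosed values, limit read from the data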
# LEDGF integ inh – blockers of LEDGF/p75-dependent integrase strand transfer – biochemical, TR-FRET, high throughput, primary screen. 370,000 compounds, 0.64% hits. HIV-1 integrase (with human LEDGF/p75). TR-FRET IN-LEDGF/p75 DNA integration, Eu/Cy5. inhibition, % at 3.7 µM;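 active means inhibition above the screen-wide mean plus 3 SD, cut at about 13% in these data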;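 further: signal is the Cy5 over europium emission ratio at 671 and 618 nm; 0% = plate median of compound wells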
# PG9 Ab binder – binders of HIV-1 gp120 antibody PG9, primary screen, biochemical, TR-FRET; TR-FRET gp120-PG9 antibody binding; inhibition, % at 6.7 µM; 360,000 compounds, 0.43% hits; in the data active means inhibition above about 8.5%
# Tn7 DDE FP – inhibitors of Tn7 peptide binding to fibrin DD(E), primary screen, biochemical, fluorescence polarization, human fibrin, Tn7 probe. AID 720508, 2013. inhibition, % at 8.3 µM. 370,000 compounds, 0.13% hits. Fibrinogen beta chain (Homo sapiens), P02675. FP displacement of FITC-Tn7 peptide from fibrin DD(E); 0% = median of compound wells per plate;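 active means inhibition above the mean of compounds falling within the control limits plus 3 SD of them, cut at about 14% in these data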;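 further: 0% = plate median of compound wells and 100% = 10 µM Aha-Tn7 peptide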
#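 system = human fibrin DD(E) protein | quantity = DD(E) 2 µM final | medium = Tris/NaCl/CaCl2 buffer, pH 7.8 | also added = labelled Tn7 tracer, 0.1 µM | compound dosing = single point at 8.3 µM | timing = compound with protein 10 min, then 3 h after probe, room temperature | signal = FP measurement | benchmarks = Aha-Tn7 high control | repeats = one replicate per compound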
# UHRF1 MBD2 ctr – UHRF1 methylated DNA binding inhibitors, primary screen, counter-screen for MBD2 inhibitor project, biochemical, TR-FRET, human UHRF1, single concentration. UHRF1 binding to methylated oligo. AID 687016, 2013. inhibition, % at 4.4 µM. 370,000 compounds, 0.75% hits. E3 ubiquitin-protein ligase UHRF1 (Homo sapiens), Q96T88; in the data active means inhibition above about 21%;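 further: UHRF1 SRA domain binding a hemimethylated CpG hairpin DNA probe; 0% = median of test compound wells and 100% = reference inhibitor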
# Target sequence (Q96T88 whole entry, looked up, the tested form may be a part): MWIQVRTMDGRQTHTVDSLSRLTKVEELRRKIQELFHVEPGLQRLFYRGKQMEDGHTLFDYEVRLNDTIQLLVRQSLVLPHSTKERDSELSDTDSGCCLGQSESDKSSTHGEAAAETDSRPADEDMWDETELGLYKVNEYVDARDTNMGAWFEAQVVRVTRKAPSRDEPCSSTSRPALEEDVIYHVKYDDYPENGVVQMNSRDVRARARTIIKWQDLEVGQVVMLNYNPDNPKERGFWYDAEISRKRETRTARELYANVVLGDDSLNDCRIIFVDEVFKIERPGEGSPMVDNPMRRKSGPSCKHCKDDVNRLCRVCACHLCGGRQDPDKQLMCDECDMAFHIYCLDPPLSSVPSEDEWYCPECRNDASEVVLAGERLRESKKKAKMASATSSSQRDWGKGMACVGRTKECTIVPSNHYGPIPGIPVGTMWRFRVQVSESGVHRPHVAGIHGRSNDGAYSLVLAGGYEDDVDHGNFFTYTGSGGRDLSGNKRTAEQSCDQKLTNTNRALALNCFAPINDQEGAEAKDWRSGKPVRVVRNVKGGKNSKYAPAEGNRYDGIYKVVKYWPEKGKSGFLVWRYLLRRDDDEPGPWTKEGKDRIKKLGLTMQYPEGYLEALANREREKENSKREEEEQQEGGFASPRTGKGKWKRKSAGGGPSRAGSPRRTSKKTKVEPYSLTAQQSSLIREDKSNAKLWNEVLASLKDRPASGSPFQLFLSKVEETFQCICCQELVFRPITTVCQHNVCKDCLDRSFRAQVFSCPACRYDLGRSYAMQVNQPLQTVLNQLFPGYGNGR
# TCR CD3 inh – inhibitors of human TCR-CD3 interaction, primary screen, biochemical, fluorescence, TAMRA-labeled TCR probe. T-cell receptor (TCR). inhibition, % at 9.4 µM. 360,000 compounds, 0.37% hits. AID 651800, 2012; in the data active means inhibition above about 19%;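 further: recombinant mutant TCR 2C K166C tagged with TAMRA read by polarization; 0% = receptor in buffer alone and 100% = receptor with positive control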
# Starred values were filed as active, the others as inactive; / = no result given. Rows were taken by chance; 4.2% or so of the library scored in one or more.
SMILES,ABHD4 inh,TDP2 inh,SIAE primary,HTRA1 inh,PRMT1 FP inh,LEDGF integ inh,PG9 Ab binder,Tn7 DDE FP,UHRF1 MBD2 ctr,TCR CD3 inh
CNC(=O)C(=O)NCC1OCCCN1S(=O)(=O)c1ccc(F)cc1C (stereo not given),5,-5,-6,0,-4,2,-2.4,-7,-1,-4
O=C(NCCc1ccccc1)c1cnc2ccccn2c1=O,4,7,-1,-1,1,3,0.9,-1,-3,1
O=C(CSc1nnc(-c2cccnc2)s1)Nc1ccccc1,-6,9,7,4,-1,-1,-3.0,1,-1,-3
COc1ccccc1/C=C(\NC(=O)c1ccc(OC)c(OC)c1)C(=O)Nc1cc([N+](=O)[O-])ccc1C,-8,-11,-6,1,5,-4,-3.1,4,5,-4
COc1cc(/C=N/NC(=S)NCCN2CCOCC2)ccc1O,6,9,5,5,-1,-1,-2.9,3,2,-5
CCOc1ccc(CCNC(=O)COC(=O)c2cc(=O)[nH]c3ccccc23)cc1OCC,1,0,-1,-6,3,-1,1.6,4,0,0
CC(=O)Nc1ccc(C(=O)NC2CCSc3ccccc32)cc1 (stereo not given),6,-4,-1,-2,0,0,-1.7,7,2,6
Cc1noc(C)c1NC(=O)Nc1ccc2c(c1)CC(=O)N([C@@H](C)CO)C[C@@H](C)[C@@H](CN(C)C(=O)Nc1cccc3ccccc13)O2,4,2,12,-4,-2,4,-1.2,5,-4,3
COc1cccc(-n2cc(CNC(=O)C3CCC(=O)N(C4CC4)C3)cn2)c1 (stereo not given),1,3,1,1,-1,4,0.5,7,21*,3
CCN(CC)C(=O)CSc1nc2ccccc2c(=O)n1CCC(=O)NCCc1ccc(OC)c(OC)c1,-1,13,3,1,0,1,1.0,1,-2,-7
CCOCC(=O)Nc1cccc(OC)c1,5,-2,-2,-6,0,2,-1.1,4,0,-4
O=C(COc1ccccc1Cl)N1N=C(c2cccs2)CC1c1ccco1 (stereo not given),-12,-1,-1,-25,15,1,-1.2,6,5,-2
Cc1ccc(S(=O)(=O)Nc2ccc(Cl)cc2)cc1NC(=O)c1cc2c(s1)CCCC2,-92,-6,-126,-92,-1,1,-3.3,-1,-2,3
Cc1ccccc1Nc1c(-c2ccc(N3CCOCC3)cc2)nc2ncccn12,4,-3,7,1,3,-3,0.4,-1,2,-5
CSCC[C@H](NC(=O)OC(C)(C)C)C(=O)NCC1CCC(C(=O)O)CC1 (stereo not given in full),-9,-2,10,0,-2,5,-1.2,-5,-1,-3
CC1(C)CC(N(Cc2ccccc2)C(=O)Cc2ccccc2)CCO1 (stereo not given),0,-7,-8,3,-1,0,2.0,1,-1,3
CC(=O)c1ccc(Sc2ccccc2N)c([N+](=O)[O-])c1,4,-7,7,/,2,0,-1.9,0,-2,-1
Cc1ccc(S(=O)(=O)Nc2ccccc2C(=O)N2CCCC2)cc1,-7,-9,-7,4,7,-2,-1.0,8,3,-6
Cc1cc(NC(=O)COC(=O)CNS(=O)(=O)c2c(F)cc(F)cc2Br)no1,5,2,2,0,3,-3,3.0,-3,1,-4
O=C(CN1C(=O)c2ccccc2S1(=O)=O)N1CCN(c2ccccc2F)CC1,4,-11,-2,-1,-1,0,-3.0,-8,2,7
CSc1nc(N)c2c(n1)OC(N)=C(C#N)C2c1cccnc1 (stereo not given),-10,-18,-1,3,-4,6,-0.5,2,-1,-7
COCCN1C(=O)CCC1(C)C(=O)Nc1ccc2c(c1)OCCO2 (stereo not given),-7,-5,-5,/,6,-3,-0.6,2,-1,-6
O=C1CSC(=Nc2ccc(Cl)cc2)N1,-6,-6,-7,1,0,-11,2.1,3,0,-4
COC(=O)C(c1ccccc1)C(CC(=O)c1ccccc1)c1ccccc1 (stereo not given),0,6,-1,-21,0,0,-0.5,-2,1,6
CCC(C)NC(=O)c1ccc2c(SCC(=O)O)c3c(nc2c1)CCCC3 (stereo not given),-7,9,2,-3,-4,2,0.1,-2,-4,2
CCOC(=O)C1=C(C)N(C[C@@H]2CC[C@@H](Cc3ccc(-c4ccccc4)cc3)O2)C(=O)NC1c1ccc([N+](=O)[O-])cc1 (stereo not given in full),-5,4,-9,-35,5,-1,-0.5,6,1,-9
CC(C)C[C@H](NC(=O)c1ccco1)C(=O)N1CCC[C@H]1C(=O)NCc1ccccc1,2,-4,-7,/,2,4,-0.7,-14,-1,6
Cc1cc(C)c2c(CC(=O)Nc3ccc(Cl)cn3)coc2c1,1,1,1,-10,2,-6,-2.1,5,0,9
CC(C)NC(=O)OC[C@@H]1CSCCS(=O)(=O)N1,6,1,-1,/,0,0,1.5,-3,0,-3
CCS(=O)(=O)c1ccc2oc(Nc3ccccc3Cl)nc2c1,-1,8,4,-9,-2,4,0.6,-3,2,-6

# Some of these compounds in order of count of non-hydrogen atoms, low to high.
SMILES,ABHD4 inh,TDP2 inh,SIAE primary,HTRA1 inh,PRMT1 FP inh,LEDGF integ inh,PG9 Ab binder,Tn7 DDE FP,UHRF1 MBD2 ctr,TCR CD3 inh
Cc1cc(C)c2c(CC(=O)Nc3ccc(Cl)cn3)coc2c1,1,1,1,-10,2,-6,-2.1,5,0,9
Cc1cc(NC(=O)COC(=O)CNS(=O)(=O)c2c(F)cc(F)cc2Br)no1,5,2,2,0,3,-3,3.0,-3,1,-4
CCOC(=O)C1=C(C)N(C[C@@H]2CC[C@@H](Cc3ccc(-c4ccccc4)cc3)O2)C(=O)NC1c1ccc([N+](=O)[O-])cc1 (stereo not given in full),-5,4,-9,-35,5,-1,-0.5,6,1,-9

# Additional entries follow:
SMILES,ABHD4 inh,TDP2 inh,SIAE primary,HTRA1 inh,PRMT1 FP inh,LEDGF integ inh,PG9 Ab binder,Tn7 DDE FP,UHRF1 MBD2 ctr,TCR CD3 inh
COC(=O)c1ccccc1NC(=O)CSc1nnnn1C1CCCCC1,-9,-3,3,-3,-3,3,-2.3,-11,-3,3
CCOc1cc(C(c2c(C)[nH][nH]c2=O)c2c(C)[nH][nH]c2=O)ccc1O,1,18,-4,6,0,4,-3.0,-8,-10,2
COc1ccccc1C(=O)C1CCCN(C(=O)c2cccc(-n3cccn3)c2)C1 (stereo not given),0,0,3,0,-5,1,-1.8,0,0,6
CCC(=O)NCC[C@@H]1CCc2ccc3c(c21)CCO3,0,9,4,/,-1,1,/,10,2,/
CCC(C)Oc1cccc(OCCCCN2C(=O)NC(C)(C)C2=O)c1 (stereo not given),-3,4,-3,-8,1,-3,-0.2,3,-1,-2
COc1cccc(NC2SC(=O)N(c3ccccc3)C2=O)c1 (stereo not given),5,-6,2,3,0,4,-0.7,-8,1,3
COC(=O)C1=C(C)Nc2nc(SCc3ccccc3)[nH]c(=O)c2C1c1cccs1 (stereo not given),-9,-5,-4,-8,-3,0,0.3,10,-3,-2
CC(C(=O)NCc1ccccc1)N1C(=O)c2ccccc2C1=O (stereo not given),-5,12,-5,2,1,-2,-2.8,-4,-1,-3
O=C1CCC(C(=O)N2CCCCO2)CN1Cc1cccc(F)c1 (stereo not given),-5,5,4,-2,0,1,-1.1,-3,-1,4
COc1ccc2c(C)cc(SCc3c(C)noc3C)nc2c1,-13,5,-3,-20,1,-1,-1.9,-1,2,0
CCOC(=O)N1CCN(Cc2nc3ccc([N+](=O)[O-])cc3c(=O)n2-c2ccc(OC)cc2OC)CC1,6,-11,-4,-8,0,-4,-0.9,10,2,-5
CC1(CCc2ccccc2)NC(=S)N(c2ccccc2)N1 (stereo not given),-1,9,-2,5,-1,3,0.2,5,-1,9
COc1ccc([C@H]2C[C@@H](n3cc(COC(=O)c4ccccc4)nn3)[C@H](O)CN2C(=O)C2CCCCC2)cc1,-10,-4,-3,-10,3,-4,0.2,3,3,-2
COc1ccc(NC(=O)CCC(=O)OCC(=O)c2ccc(Oc3ccc([N+](=O)[O-])cc3)cc2)cc1,0,-2,2,3,0,-3,-1.3,3,0,0
O=C(Nc1ccc(Cl)cc1)c1csc(Cc2ccccc2)n1,-2,5,-3,7,1,-3,0.3,-5,2,3
CC(C)(C)Cc1c(-c2cccc(Br)c2)nc2ccc(Br)cn12,-3,-15,2,/,-2,7,-0.2,-3,16,-3
O=C(c1ccccc1)c1ccccc1C(=O)N1CCN(C(=O)c2ccccc2)CC1,3,-1,3,7,2,-2,-1.2,-2,1,2
Cc1cc2c(cc1S(=O)(=O)N1CCCC1)n(C)c(=O)c(=O)n2C,4,-3,6,1,1,-4,-1.5,-4,2,-5
CCC(C)N1CCN(S(=O)(=O)c2ccc(NC(C)=O)cc2)CC1 (stereo not given),6,10,-3,-21,2,0,-2.6,9,2,-1
COc1cccc(C(=O)Nc2cc(C(=O)NCc3ccc(C)cc3)ccc2N2CCC3(CC2)CC(c2ccccc2)=NO3)c1,-1,-10,-26,-46,0,-2,11*,4,-3,-4
O=C(CSc1nnc(CNC(=O)c2c(F)cccc2F)o1)c1ccc(Cl)cc1,-2,2,1,-4,-1,-1,-2.3,1,-1,1
O=C(COC(=O)C12CC3CC(CC(C3)C1)C2)Nc1ncc(Cl)cc1Cl,8,-1,-1,5,1,-2,0.4,-4,-2,9
O=C(COC(=O)c1cncc(Br)c1)Nc1nnc(-c2ccccc2)o1,15,4,-4,5,3,3,1.6,-11,-2,11
CC(C)C[C@H]1CN(CCCC[C@@H]2CNC(=O)C(=O)N2CC2CCCCC2)C(=O)C(=O)N1CCc1ccc(O)cc1,3,-1,-1,/,0,0,1.3,-13,-3,1
O=C(OCC(=O)N1CCN(C(=O)c2ccco2)CC1)c1cccc(F)c1,2,-2,2,13,-2,1,-0.5,1,-1,-2
COc1cc(C)ccc1OCc1cc(C(=O)N2C[C@H]3CC[C@H]2C3)no1,8,-10,-4,-1,-1,-2,-0.4,1,-1,-3
CC(=O)Oc1ccc(C)cc1N1C(=O)c2ccc(C(=O)O)cc2C1=O,5,3,-4,2,5,-1,-1.9,0,1,-8
C#CCN1C(=O)C(O)(CC(=O)c2ccc3c(c2)OCCO3)c2ccccc21 (stereo not given),-1,-18,0,-4,-4,4,0.1,-6,2,8
